# mcGAS inh: blocks mouse cGAS activity; Q8C6L5; recombinant cGAS, Kinase-Glo ATP depletion luminescence; inhibition, % at 12.5 µM; actives 0.15% (n = 160,000); AID 1259399;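 further: 0% = negative control wells and 100% = reference inhibitor with no enzyme activity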
# hcGAS lum: inhibitors of human cGAS. Q8N884. recombinant h-cGAS, ATP depletion, Kinase-Glo luminescence. inhibition, % at 12.5 µM. actives 0.081% (n = 290,000). AID 1259398;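 further: 0% = vehicle reaction and 100% = reaction without DNA for no activity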
# Target sequence (Q8N884 whole entry, looked up): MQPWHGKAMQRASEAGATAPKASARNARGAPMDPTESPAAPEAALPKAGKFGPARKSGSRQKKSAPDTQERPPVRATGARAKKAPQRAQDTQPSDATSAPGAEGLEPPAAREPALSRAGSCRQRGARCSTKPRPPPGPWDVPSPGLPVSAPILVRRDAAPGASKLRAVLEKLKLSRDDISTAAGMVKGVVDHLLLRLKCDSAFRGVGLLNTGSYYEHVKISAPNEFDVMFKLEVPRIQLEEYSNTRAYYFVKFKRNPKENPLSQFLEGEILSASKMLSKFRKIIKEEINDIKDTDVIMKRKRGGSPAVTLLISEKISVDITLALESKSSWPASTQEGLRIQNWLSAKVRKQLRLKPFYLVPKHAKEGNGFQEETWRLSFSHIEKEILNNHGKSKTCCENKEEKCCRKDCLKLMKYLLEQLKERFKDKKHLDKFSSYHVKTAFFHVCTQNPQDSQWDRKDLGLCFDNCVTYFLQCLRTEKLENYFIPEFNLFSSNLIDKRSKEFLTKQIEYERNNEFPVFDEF
# NPYLR7 agonist: activates Aedes aegypti NPYLR7 receptor | HEK293T NPYLR7/Galpha15, GCaMP6s calcium fluorescence | actives 0.15% (n = 270,000) | activation, % at 10 µM | AID 1259423; in the data active means activation above about 40%;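 further: 0% = vehicle and 100% = reference agonist at the receptor; some compounds past the cut are filed as inactive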
# * = called active by the depositor; x = no result given; & = joins results of further samples. Unless noted, no stated cut-off is given here; in the data, active means inhibition above about 40%; inactive means the rest.
structure	NPYLR7 agonist	hcGAS lum	mcGAS inh
Cc1cc(NC(=O)c2ccco2)sc1C(=O)Nc1cccc(Cl)c1	2	-3	x
CCOc1cccc(OCCOc2ccccc2)c1	6	-4	x
CCCCc1ccc(C(=O)N2CCN(c3cc(C)nc(-c4cccc(F)c4)n3)CC2)cc1	6	-2	-6
CCOc1ccc(-c2cn3c(CC(=O)N4CCN(c5ccccc5)CC4)csc3n2)cc1	-1	-6	-9
CCOC(=O)c1nn(-c2ccc(OC)cc2)c(=O)c2c(NC(=O)CCC3CCCCC3)scc12	-1	-1	-6
CC12CCC(C(=O)O)(c3nc(C#N)c(C#N)nc31)C2(C)C (stereo not given)	-3	-1	x
COc1cccc(C(=O)Oc2cc(C)[nH]c(=O)c2[N+](=O)[O-])c1OC	2	-5	-7
COc1ccc(CNCc2nnc(C)n2C)cc1OCCC(C)C	4	-7	x
CN(Cc1ccncc1)C(=O)Nc1ccc(C#N)cc1	0	-2	x
CCOc1ncccc1C(=O)N1Cc2cnc(Cc3ccc(OC)cc3)nc2C1	3	-5	x
Cc1nnc(NC(=O)c2ccc(S(=O)(=O)N3CCCCC3)cc2)s1	4	0	-7
CCCCC(CC)C(=O)N1CCN(c2nccc(-c3ccc(Oc4ccccc4)cc3)n2)CC1 (stereo not given)	4	-10	-10
CCC(C)N(Cc1ccc(OS(=O)(=O)CC)cc1)C(=O)Nc1c(C(C)C)cccc1C(C)C (stereo not given)	5	-7	-6
CC(CNC(=O)C1CCCO1)Oc1ccccc1Br (stereo not given)	7	-13	-10
CC(C)CC(NC(=O)c1cc(C(C)C)nn1C)c1ncnn1C (stereo not given)	1	-4	x
CC1=CC[C@@]2(C)CC[C@@](O)(C(C)C)[C@@H]2[C@@H](O)C1	-9	3	-3
N#CC1C(=N)Oc2n[nH]c(C(F)(F)F)c2C1c1ccc(F)cc1 (stereo not given)	-8	4	3
CC1(C)COCCN1C(=O)CCC(=O)N(CCC#N)c1ccccc1	1	4	x
O=S(=O)(Nc1nn(-c2ncccn2)cc1Br)c1cccs1	-1	-4	x
CCCCn1c(C)c(C)n2c3c(=O)[nH]c(=O)n(C)c3nc12	-2	-9	x
O=C(C1CCCC1)N(CCN1CCOCC1)Cc1nccn1Cc1ccc(C(F)(F)F)cc1	3	-7	-5
C=CCNCc1nc2sc(C(C)C)cc2c(=O)[nH]1	30	-4	-3
Cn1cc(NC(=O)C(Oc2ccccc2Br)c2ccccc2)cn1 (stereo not given)	11	-7	x
CSCCCNC(=O)C1CCC(=O)N(CCc2cccc(F)c2)C1 (stereo not given)	4	-7	x
CC(C)n1nc(C(=O)N2CCC[C@H]2C(=O)O)c2ccccc2c1=O	-14	-12	x
COc1ccc(N2C(=O)CSC2c2cccc(NC(=O)c3ccc(Cl)cc3)c2)cc1 (stereo not given)	-7	-5	-6
Cc1cccc(N2CCCn3c2nc2c3c(=O)n(CC(=O)OCc3ccccc3)c(=O)n2C)c1	1	-8	-6
O=C(c1ccccc1S(=O)(=O)Cc1ccccc1)N1CC[C@H](O)[C@@H](O)C1	21	-5	-16
Cc1ccc2nc(-c3cccc(Cl)c3)c(NC(=O)COc3ccccc3)n2c1	-5	-8	-6
O=Cc1ccc(-c2cccc(Br)c2)s1	-3	-2	x
Cn1c(=NN=Cc2c[nH]c3ccccc23)sc2ccccc21	7	-3	-2
CSc1nsc(NC(=O)c2sccc2C#N)n1	5	5	x
COc1ccc(-n2nnc3c(=O)n(CC(=O)c4ccccc4)cnc32)cc1	2	8	x
CC(C)(CC(=O)O)CC(=O)NC1CCOC1=O (stereo not given)	10	1	-1
CCN1CC(NC(=O)c2cccc(-n3nc(C)cc3C)c2)CC1=O (stereo not given)	1	2	-8
CCc1nc2c(OCCOc3ccccc3)cccn2c1N(C=O)CC(=O)N(C)C	-2	-3	-2
COc1cc(OC)c(OC)cc1/C=C1/N=C(c2cc(Cl)ccc2OC)OC1=O	0	0	1
COCCCNC(=O)C(NC(=O)C1CC1)C1CCN(C(=O)c2ccccc2F)CC1 (stereo not given)	1	-1	-3
CC1(C)C[C@H]2C[C@@H](O)[C@H](N(CC3CC3)CC3CC3)[C@]2(O)CO1	2	-5	-7
COc1ccc(CC(=O)NC2CC(=O)N(CC3CCCCC3)C2)cc1 (stereo not given)	11	-6	x

# Reformatted as labelled records: part of the list above
N#CC1C(=N)Oc2n[nH]c(C(F)(F)F)c2C1c1ccc(F)cc1 (stereo not given)
  NPYLR7 agonist: -8
  hcGAS lum: 4
  mcGAS inh: 3
O=Cc1ccc(-c2cccc(Br)c2)s1
  NPYLR7 agonist: -3
  hcGAS lum: -2
  mcGAS inh: x
COc1cc(OC)c(OC)cc1/C=C1/N=C(c2cc(Cl)ccc2OC)OC1=O
  NPYLR7 agonist: 0
  hcGAS lum: 0
  mcGAS inh: 1

# The list goes on.
structure	NPYLR7 agonist	hcGAS lum	mcGAS inh
Cc1cccnc1C(c1ccccc1)N(C)C(=O)C1CCN(C(=O)N(C)c2ccccc2)CC1 (stereo not given)	9	-5	-5
Cc1ccc(OCCS(=O)(=O)N2CCN3C(=O)CNC(=O)C3C2)cc1 (stereo not given)	-6	-3	-15
Cn1cc(C(=O)NC2CCCC2)c2[nH]c(=O)n(-c3ccc(F)cc3)c(=O)c21	4	-9	x
COCCn1c(C)cc(O)c(C(c2ccccc2OC)N2CCN(C)CC2)c1=O (stereo not given)	9	-9	x
C=C(CC1CC(=O)N(CCNc2ccc([N+](=O)[O-])cn2)C1=O)CC(C)(C)C (stereo not given)	-5	-4	-5
CCOC(=O)c1ccc2c(c1)nc(SCc1ccc(C)cc1C)n2Cc1ccccc1	14	-2	-7
O=C(Nc1ccc(-n2cccn2)cc1)C1CCN(Cc2ccsc2)CC1	9	-1	x
Cc1ccc(S(=O)(=O)Nc2ccc(-c3c(-c4cccc(C)c4)[nH]n(-c4ccccc4)c3=O)cc2)cc1	7	0	-3
COCCN(CC(=O)Nc1cc(C(C)(C)C)nn1-c1ccc(Cl)c(Cl)c1)C(=O)c1ccc([N+](=O)[O-])cc1	-2	-1	-4
CC1=Nc2c(ccc3c2N=C(C)C3(C)C)C1(C)C	-1	-2	-2
Cc1ccc(S(=O)(=O)OCC(=O)Nc2ccc(C(=O)O)c(O)c2)cc1	11	-6	5
Cc1nn(-c2ccc3nnc(C)n3n2)c2c1C(c1ccccc1F)CC(=O)N2 (stereo not given)	-19	2	x
CC1Sc2nnc(C3CCCO3)n2N=C1c1ccc(NC(=O)C(C)(C)C)cc1 (stereo not given)	-1	-7	x
O=C(Nc1cccc(-c2ccco2)c1)C1CCN(C(=O)c2ncoc2C2CC2)CC1	7	-4	-9
CCCCn1ncc(C)c1NC(=O)c1cccc(CN2CC[C@H](O)C2)c1	6	-3	x
COCc1c(C(=O)NCc2ccc3c(c2)CCCN3C)cnn1-c1ncc(C)c(-c2cccs2)n1	15	-7	-8
CCc1nc2n(n1)C(=O)C(C(c1ccco1)N1CCN(C(=O)c3ccco3)CC1)S2 (stereo not given)	-7	1	-1
COc1ccc(-n2nc(-c3ccccc3)cc2C(=O)N(CCc2ccccc2)Cc2ccccc2)cc1	10	-5	-4
O=P1(NCc2cccnc2)C=C(c2ccccc2)OC(c2ccccc2)=C1	2	-7	x
Cc1cccc(NC(=O)Nc2ccc(N3CCC(C)CC3)c(C(=O)NC3CCCCC3)c2)c1	18	-13	-5

# Profiles as entered above. Values in the order: NPYLR7 agonist, hcGAS lum, mcGAS inh
# CC1=Nc2c(ccc3c2N=C(C)C3(C)C)C1(C)C in the list: -1, -2, -2
# Cc1cc(NC(=O)c2ccco2)sc1C(=O)Nc1cccc(Cl)c1 in the list: 2, -3, x
# O=S(=O)(Nc1nn(-c2ncccn2)cc1Br)c1cccs1 in the list: -1, -4, x
# Cc1ccc(OCCS(=O)(=O)N2CCN3C(=O)CNC(=O)C3C2)cc1 (stereo not given) in the list: -6, -3, -15

# Following part
structure	NPYLR7 agonist	hcGAS lum	mcGAS inh
Cc1nc2ccccc2nc1Oc1cccc(C#N)c1	-3	8	-4
CC(NC(=O)c1ccoc1)C(=O)Oc1ccc(-c2nc(C(C)(C)C)cs2)cc1 (stereo not given)	0	-8	x
O=S(=O)(c1ccc(Oc2ncnc3c2oc2ccccc23)cc1)N1CCOCC1	3	10	x
c1ccc(CN2CCCC(NCc3cccc(-n4cccn4)c3)C2)nc1 (stereo not given)	14	-3	-7
Cc1ccc(C(=O)NC2CCN(CC(=O)Nc3nncs3)CC2)s1	8	0	x
Cn1nccc1CN1CCC(Cc2ccc(F)cc2)CC1	31	-9	-12
Cc1ccc(S(=O)(=O)N2CCN(c3ccc(C)c(C)c3)CC2)cc1	5	-7	x
COC(=O)C1=C(C)N(C)C(=O)NC1c1ccc(N(C)C)cc1 (stereo not given)	-5	-4	-2
CCCN(C)c1nc(-c2ccccc2)nc2c1CN(C(=O)Nc1cc(C(F)(F)F)cc(C(F)(F)F)c1)CC2	25	-1	-4
COc1ccc(-n2nc(-c3ccc(F)cc3)cc2C(=O)N2CCC(C(N)=O)CC2)cc1	2	-3	-7
Cc1ccc(-c2nc(C)c(C(C)C)c(N3CCN(S(=O)(=O)c4cc(Cl)ccc4Cl)CC3)n2)cc1	-2	-4	-3
CCc1ccc(OCCSc2nc3ccccc3n2CCO)cc1	-11	3	1
Cc1cc(C(=O)N2CCCC2c2cccs2)ccc1N1CCNC1=O (stereo not given)	5	-9	x
CC1CN(C(=O)CCN2CCc3sccc3C2c2cccc(F)c2)CCN1C(=O)c1ccc([N+](=O)[O-])cc1 (stereo not given)	14	-6	-7
CN(Cc1ccco1)C(=O)Nc1cnn(CC(F)(F)F)c1	2	-8	x
CC(=O)N(Cc1cccnc1)c1nc2c(F)cc(F)cc2s1	-12	-5	-7
COC(=O)CCC(=O)N1CCN(CC(OCc2c(F)cccc2F)c2ccc(Cl)cc2)CC1 (stereo not given)	x	-3	-6
Cc1ccc(C2c3cccn3-c3ccccc3N2C(=O)CN(C(=O)Nc2ccccc2C)C(C)C)cc1 (stereo not given)	19	-1	-4
NS(=O)(=O)c1cc2c(cc1Cl)NC(C1CC3C=CC1C3)NS2(=O)=O (stereo not given)	-7	4	1
CCCN1CCN(S(=O)(=O)c2[nH]ncc2C(=O)OCC)CC1	-1	-6	-11
Cn1c(=O)c2c(-c3cccc4ccccc34)c(NCc3ccccc3)oc2n(C)c1=O	-3	-1	-3
CN(c1ccccc1)c1nc(-c2ccc(F)cc2F)nc2ccccc12	-2	-4	-6
O=C1/C(=C/c2ccccc2F)SC(=S)N1C1CCS(=O)(=O)C1 (stereo not given)	0	-6	-2
CCOC(=O)C1(Cc2cccc(OC)c2)CCCN(CCCn2cccn2)C1 (stereo not given)	4	-7	x
N#Cc1c[nH]n2c(NC3CCCC3)c(-c3cccs3)nc12	-1	-9	x
CC(C)[C@H](NC(=O)Cc1cccc2ccccc12)c1nc2ccccc2[nH]1	1	-7	-8
CCOc1cc(C2NC(=O)NC(C)=C2C(=O)OC2CCCCCCC2)ccc1O (stereo not given)	-1	-2	-7
COCCCN(CC(=O)N(Cc1ccco1)Cc1cccn1C)C(=O)c1cccc(Br)c1	1	-10	-7
COc1ccccc1N1CCN(Cc2ccc(F)cc2F)C(C)C1=O (stereo not given)	10	-8	-4
CC(=O)Nc1ccc(-n2c(CCC(=O)NCc3ccncc3)ccc2-c2ccc(F)cc2)cc1	2	-6	-11
CS(=O)(=O)Nc1ccccc1CNC(=O)C1CC2CCC1C2 (stereo not given)	5	-4	x
O=C(O)COc1ccc2ccc(=O)oc2c1	0	-5	x
Cc1cc(C)n2c(NCc3ccccc3)c(-c3ccccc3C)nc2c1	-3&-2	-8&-1	-8&-3
O=C(NCCSCc1c(Cl)cccc1Cl)c1cncn1-c1cccc(-c2cccc(OC(F)(F)F)c2)c1	6	-7	-6
COc1ccc(CN(C(=O)Nc2ccc(Cl)c(Cl)c2)C(C)C)cc1OS(C)(=O)=O	-7	0	0
c1ccc2oc(N3CCN(Cc4ccc(C5CCCO5)s4)CC3)nc2c1 (stereo not given)	3	-9	x
CC1(Cc2ccc(Cl)c(Cl)c2)C(=O)Nc2ccccc21 (stereo not given)	0	2	0
CCC12CN(C(C)=O)CC(CC)(CN(C(C)=O)C1)C2=O	10	-5	-2
CCCN(C)c1ccc(C(=O)NC(Cc2ccccc2)C(N)=O)cc1 (stereo not given)	15	-5	-16
Cc1nc(C)n(C(C)CO)n1 (stereo not given)	1	-4	-6
NCC1CC(=O)N(Cc2ccccc2)C1 (stereo not given)	-18	-2	x
Cc1cc(C(=O)N(CCC(=O)NC(C)CCc2ccccc2)CC2CCCO2)c(C)o1 (stereo not given)	x	-6	-5
CNC(=O)c1ccc(CN(C2CC2)S(=O)(=O)c2c(C)noc2C)cc1	7	-5	-5
Cc1ccc(NC(=O)c2cc(-c3cccc([N+](=O)[O-])c3)oc2C)cc1	3	1	x
CCOC(=O)c1nc2ccccc2nc1N1CCCN(S(=O)(=O)c2ccccc2C(F)(F)F)CC1	2	-3	-5
O=C(NC1CC1)C1CCCN1Cc1nc2sc3c(c2c(=O)[nH]1)CCC3 (stereo not given)	2	-3	x
COc1ccccc1CCN1CCC(CN(C)C(=O)c2cccc(N(C)C)c2)CC1	8	-3	x
COc1ccc(Cn2ccnc2CN(C(=O)c2cccs2)c2ccccc2)cc1	13	-8	-6
Cn1c(CNC(=O)c2cc(COc3ccccc3F)[nH]n2)nc2ccccc21	27	-5	x

# Screens (PubChem)
